Cneo AK release = causes C. neoformans cell lysis | adenylate kinase release luminescence, 4 h; normalised: neutral wells 0, clomiphene wells 100 | lysis activity, % at 15 µM | 0.2% of 360,000 active | AID 651654;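 active means mean lysis activity across replicates of at least 80%, whatever share of replicates individually reach that level; inactive means mean lysis activity below 80%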
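Assay system: Cryptococcus neoformans yeast cells / Dosing: single-point compound dose / Timing: 4 h at 37 °C static, read 1 h later / Measured by: luminescence of released adenylate kinase using an AK detection reagent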
miR122 inh = blocks miR-122 activity in Huh7 sensor cells; Huh7 miR-122 Renilla luciferase sensor, 48 h; neutral wells = 0, positive control = 100; activation (reporter increase), % at 12.5 µM; 0.3% of 340,000 active;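 active means mean replicate activation score at least 90 and every replicate individually at or above 90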;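 further: higher luciferase means less miR-122 activity so hits act as miR-122 inhibitors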
FN deposit inh = fibronectin deposition inhibition. 0.086% of 350,000 active. AH1F fibroblasts, Alexa488-fibronectin deposition fluorescence, overnight. inhibition, % at 12.6 µM;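 active means mean inhibition across replicates of 30% or more, regardless of how many single replicates reach that level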;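 further: positive control wells lacked labelled fibronectin entirely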
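Assay system: AH1F fibroblasts / Quantity: 10000 cells per well / Medium: DMEM plus 2% serum, read in PBS / Reagent: labelled fibronectin 24 nM / Dosing: single dose, pinned / Times: 1 h cell attachment, overnight exposure to compound and label / Signal: fluorescence, ex 485 nm, em 525 nm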
CASP6 VEID inh = blocks human caspase-6 cleavage activity; P55212; purified caspase-6, Z-VEID-R110 cleavage fluorescence; inhibition, % at 12.5 µM; 0.53% of 350,000 active; AID 686996;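 active means mean inhibition across replicates at least about 35%, with every replicate also reaching that limit, limit read from the data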;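 further: 0% = median of neutral control wells and 100% = no fluorescence left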
Target sequence (P55212 24-179 limits assumed): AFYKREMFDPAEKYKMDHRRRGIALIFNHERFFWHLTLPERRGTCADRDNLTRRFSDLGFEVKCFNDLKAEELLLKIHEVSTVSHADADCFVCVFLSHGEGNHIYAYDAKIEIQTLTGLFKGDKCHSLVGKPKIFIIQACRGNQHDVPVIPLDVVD
Target sequence (P55212 194-293 limits assumed): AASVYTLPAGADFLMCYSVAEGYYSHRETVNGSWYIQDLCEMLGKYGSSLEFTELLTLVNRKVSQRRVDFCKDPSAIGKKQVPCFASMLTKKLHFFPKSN
PGC1a acetyl inh = modulators of PGC1a acetylation. 0.17% of 350,000 active. U2OS PGC1a acetylation, AlphaScreen anti-acetyl-lysine; with virally co-expressed GCN5 acetyltransferase. inhibition, % at 15.6 µM. AID 651687;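 active means every replicate shows inhibition of at least 40%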;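 further: 0% = neutral control wells and 100% = positive control wells; some results beyond the cut were filed as inactive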
EWS-Fli block = blocks EWS/Fli oncoprotein-driven transcription. A673 NR0B1-luciferase reporter, viability-normalised. inhibition, % at 12.6 µM. 0.67% of 350,000 active;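 active means mean inhibition of at least 50% after viability correction, with every replicate also passing that limit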;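 further: firefly luciferase signal divided by Alamar Blue viability fluorescence both relative to DMSO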
PAX8 inh HTS = PAX8 transcriptional activity inhibition; RMG-I TPO-luciferase reporter, SteadyGlo, 24 h; inhibition, % at 12.6 µM; 1.2% of 360,000 active; AID 652154;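 active means mean replicate inhibition at least 60% with every replicate also reaching 60%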;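 further: luciferase light reporting Pax8 driven TPO promoter activity; plate controls were median of neutral control wells for no effect and mitoxantrone controls for full effect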
LGR2 inh = Drosophila LGR2 receptor signaling inhibition; HEK293 LGR2, CRE-luciferase, bursicon-stimulated, 4 h; inhibition, % at 9.99 µM; 0.35% of 380,000 active; AID 720647;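 active means drop in luminescence signal, shown as inhibition above about 50% in the replicate tests, limit read from the data, passing the limit was not always enough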;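 further: agonist challenge used bursicon conditioned medium at about half maximal strength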
* marks the source's active call; other numbers are inactive results; nt = not tested or not shown; [ ] = remark or other dose.

Codes – A = Cneo AK release; B = miR122 inh; C = FN deposit inh; D = CASP6 VEID inh; E = PGC1a acetyl inh; F = EWS-Fli block; G = PAX8 inh HTS; H = LGR2 inh
> CN(C)CC(=O)Nc1ccc2c(c1)[C@@H]1C[C@H](CC(=O)NCc3ccc(Cl)cc3)O[C@H](CO)[C@@H]1O2
  A = 80	B = 2[16.7 µM]	C = -3	D = 1	E = 1	F = -2	G = nt	H = 19

> CN(C)C(=O)C[C@@H]1CC[C@@H]2[C@@H](COc3ccc(NC(=O)C4CCC4)cc3C(=O)N2C)O1
  A = nt	B = nt	C = 4	D = 2	E = 8	F = -11	G = nt	H = 15

> CCCOc1ccc(F)cc1-c1cc(C(=O)Nc2ccccc2)[nH]n1
  A = -2	B = 0	C = 2	D = -1	E = 0	F = -21	G = -46	H = -17

> C[C@H](CO)N1C[C@H](C)[C@@H](CN(C)S(=O)(=O)c2cccs2)Oc2c(NC(=O)Nc3ccc(C(F)(F)F)cc3)cccc2C1=O
  A = 31	B = 4[16.7 µM]	C = nt	D = 0	E = 7	F = -8	G = nt	H = 11

> CC(C)NC(=O)CCCc1ccccc1
  A = -2	B = -12	C = 1	D = nt	E = 3	F = nt	G = nt	H = nt

> CCC(=O)N1CC[C@H]2[C@H](CO)Nc3ccc(-c4ccc(C(=O)N(C)C)cc4)cc3[C@H]21
  A = 0	B = -9[16.7 µM]	C = -1	D = 0	E = -3	F = 4	G = -7	H = -17

> O=C(NC[C@@H]1[C@H](c2ccccc2)[C@H](CO)N1C(=O)C1CCC1)NC1CCCC1
  A = 0	B = 14[16.7 µM]	C = -10	D = nt	E = -1	F = 4	G = 12	H = 8

> CCOC(=O)N/N=C\c1cccc(OC)c1
  A = nt	B = nt	C = 2	D = -4	E = -2	F = -4	G = -59	H = -40

> CC(=O)Nc1ccc(S(=O)(=O)N2CCC(C(=O)O)CC2)cc1
  A = 3	B = -2	C = -1	D = -2	E = 21	F = 23	G = -5	H = -23

> COC(=O)C[C@H]1CC[C@H]2[C@H](COc3ccc(NC(=O)Nc4cccc(Cl)c4)cc3C(=O)N2C)O1
  A = -4	B = 20[16.7 µM]	C = -13	D = -1	E = -5	F = 80*	G = -7	H = 4

> CCC(=O)N1C[C@H]2[C@@H](c3ccccc31)[C@H](CO)N2C(=O)CC1CC1
  A = 61	B = 44[16.7 µM]	C = 0	D = 1	E = 7	F = 5	G = -20	H = 12

> COC(=O)c1c(NC(=O)C2COc3ccccc3O2)sc2c1CCN(C(=O)OC)C2 (configuration not stated)
  A = -1	B = -1	C = 7	D = -4	E = -16	F = -9	G = 1	H = 4

> CCN(CC)S(=O)(=O)c1ccc(N2CCCC2)c(NC(=O)C2=NN(c3ccccc3)C(=O)CC2)c1
  A = -2	B = -2	C = 1	D = 5	E = -9	F = 17	G = 34	H = -5

> CC1CCc2c(nc3ncnn3c2N2CCN(c3ccccc3)CC2)C1 (configuration not stated)
  A = -1	B = -2	C = 7	D = 0	E = 4	F = nt	G = nt	H = -1

> CCOC(=O)N1CCN(C(=O)c2cn(CC)c3ccc(S(=O)(=O)N4CCC(C)CC4)cc3c2=O)CC1
  A = -1	B = nt	C = 11	D = 1	E = -11	F = -11	G = 1	H = 14

> c1ccc(CCNc2nc(-c3ccncc3)nc3ccccc23)cc1
  A = 0	B = 46	C = 7	D = 1	E = -9	F = -17	G = 49	H = nt

> COc1cccc(CNC(=O)C[C@H]2CC[C@@H](NC(=O)C3CC3)[C@@H](CO)O2)c1
  A = 2	B = nt	C = -15	D = 0	E = -13	F = 2	G = -17	H = 3

> Cc1cc(C(=O)Nc2cc(C)on2)on1
  A = 0	B = 3	C = -3	D = 2	E = -9	F = 5	G = -6	H = -14

> O=C1NC[C@H](CCCCN2C[C@H](Cc3ccc(O)cc3)N(Cc3ccccc3)C(=O)C2=O)N(CCc2ccc(O)cc2)C1=O
  A = nt	B = nt	C = -1	D = 10	E = nt	F = 3	G = -17	H = -6

> C[C@H](CO)N1C[C@H](C)[C@H](CN(C)Cc2ccc(C(=O)O)cc2)Oc2ccc(NC(=O)NC3CCCCC3)cc2CC1=O
  A = 0	B = 0[16.7 µM]	C = nt	D = 1	E = 0	F = -2	G = 11	H = 15

> NNc1ccc([N+](=O)[O-])c2[nH][nH]c(=O)c12
  A = 1	B = nt	C = -4	D = 94*	E = nt	F = 10	G = 21	H = 13

> Cc1ccc2sc(N3CCN(CCNC(=O)c4ccco4)CC3)nc2c1C
  A = 1	B = -4	C = -11	D = -1	E = 4	F = -2	G = -1	H = 0

> COC(=O)[C@@]1(C)[C@H]2C(=O)N(C)C(=O)[C@H]2[C@H]2CN=C(SC)N21
  A = 3	B = -6	C = -3	D = 3	E = -6	F = -2	G = 2	H = -8

> CN(C)c1ccnc(Oc2ccc(Cl)cc2)c1C#N
  A = -1	B = -5	C = nt	D = 4	E = nt	F = -57	G = nt	H = -14

> Cc1ccc(/C=C/c2nc3ccccc3c(=O)n2CCc2ccccc2)cc1
  A = -2	B = 0	C = -2	D = nt	E = nt	F = nt	G = 2	H = -3

> COc1cccc(S(=O)(=O)Nc2ccc3c(c2)C(=O)N(C)C[C@H](OC)[C@H](C)CN(C(=O)Cc2cccnc2)[C@H](C)CO3)c1
  A = -1	B = nt	C = nt	D = -3	E = 12	F = -4	G = -15	H = 5

> CC(NC(=O)c1ccc(N2CCCC2=O)cc1)c1ccccc1 (configuration not stated)
  A = -1	B = 3	C = nt	D = 1	E = -10	F = -11	G = nt	H = -7

> CN1CCN(S(=O)(=O)c2cnccc2N2CCN(c3cccc(Cl)c3)CC2)CC1
  A = -1	B = -7	C = 9	D = -4	E = -3	F = 32	G = 32	H = 5

> Cc1cc(C)c(Nc2ncnc(N)n2)c(C)c1
  A = 1	B = -2	C = -5	D = 2	E = nt	F = 4	G = -1	H = 9

> CCN(CC)CCN1C(=O)C(=O)/C(=C(/O)c2c(C)[nH]c(C(=O)OC)c2C)C1c1ccco1 (configuration not stated)
  A = nt	B = 5	C = 3	D = 1	E = 9	F = nt	G = 12	H = 1

> COc1ccc(OC)c(CNS(=O)(=O)c2cc(CN3C(=O)c4cccnc4C3=O)ccc2OC)c1
  A = 2	B = -9	C = -6	D = 1	E = -6	F = 0	G = 5	H = 19

> CC=Cc1ccc2n(c1=O)C[C@H]1[C@H](CO)[C@@H](C(=O)NCCc3ccccc3)N(C(=O)CC)[C@@H]21 (mixture of isomers)
  A = 0	B = 0[16.7 µM]	C = nt	D = -2	E = nt	F = 0	G = -13	H = -9

> O=C(/C=C/c1ccccc1F)c1ccoc1
  A = -1	B = -2	C = nt	D = nt	E = 1	F = nt	G = nt	H = 5

> CC=Cc1ccc2n(c1=O)C[C@@H]1[C@@H](CO)[C@H](C(=O)Nc3nccs3)N(Cc3cc(F)ccc3F)[C@H]21 (mixture of isomers)
  A = -1	B = nt	C = -1	D = 5	E = nt	F = 2	G = 9	H = -8

> O=C(N/N=C\c1cc(Br)ccc1O)c1ccc(S(=O)(=O)N2CCCCC2)cc1
  A = nt	B = nt	C = 8	D = -2	E = nt	F = 6	G = 11	H = 17

> CC(C)C(NC(=O)/C(=C\c1ccco1)NC(=O)c1ccco1)C(=O)O (configuration not stated)
  A = -1	B = 3	C = -3	D = 15	E = 16	F = 3	G = 23	H = 0

> Cc1ccc(S(=O)(=O)N(C)C[C@@H]2Oc3ccc(NC(=O)CCC(F)(F)F)cc3C(=O)N([C@H](C)CO)C[C@@H]2C)cc1
  A = -14	B = 3[16.7 µM]	C = nt	D = 0	E = 19	F = -3	G = 9	H = -5

> CC(C)(C(=O)N1CCC1(C)C(=O)NS(=O)(=O)c1cccc(C#N)c1)c1ccccc1 (configuration not stated)
  A = -1	B = 8	C = 5	D = -3	E = 8	F = -1	G = -2	H = 3

> COc1ccc(S(=O)(=O)N2CC[C@@H]3[C@@H](CO)Nc4ccc(Br)cc4[C@@H]32)cc1
  A = 0	B = 9[16.7 µM]	C = -4	D = nt	E = 12	F = 3	G = -29	H = 18

> CS(=O)(=O)N1CCCCN2[C@@H](CO)[C@@H](c3ccc(Br)cc3)[C@@H]2C1
  A = 4	B = 1[16.7 µM]	C = nt	D = -1	E = -4	F = 6	G = 2	H = -13

> Cc1ccc(Cc2nnc(SCC(=O)Nc3ccccc3C)[nH]c2=O)cc1
  A = nt	B = -6	C = 2	D = -2	E = nt	F = -2	G = -10	H = -14

> Cc1ccc(/C=C/C(=O)NC2=NCCS2)cc1
  A = -1	B = 2	C = -3	D = -1	E = -1	F = 50	G = 29	H = 72*

> CCc1nc(SCC(=O)Nc2cc(OC)ccc2OC)c2c(C)c(C)sc2n1
  A = -1	B = 0	C = 7	D = 2	E = 4	F = 4	G = 2	H = -3

> COc1ccc(CC(=O)N2CCC(CCC(=O)Nc3ccccc3)CC2)cc1
  A = -1	B = -3	C = 3	D = 1	E = 0	F = -3	G = -4	H = -11

> CC1CCN(c2ccc(N3C(=O)C4CCCCC4C3=O)cc2[N+](=O)[O-])CC1 (configuration not stated)
  A = 3	B = -1	C = 1	D = 3	E = -6	F = -5	G = -1	H = -39

> C[C@H](CO)N1C[C@H](C)[C@H](CN(C)Cc2ccc(Cl)c(Cl)c2)Oc2ccc(NC(=O)c3ccncc3)cc2C1=O
  A = -5	B = -2[16.7 µM]	C = -8	D = -1	E = -3	F = nt	G = 0	H = -3

> O=C(/C=C/c1ccc(Br)cc1)NC(=S)N1CCOCC1
  A = nt	B = nt	C = 3	D = -1	E = 3	F = -3	G = -9	H = -53

> COc1ccc(CCNC(=O)C(C)SCc2ccccc2)cc1 (configuration not stated)
  A = -4	B = -6	C = 2	D = -2	E = -2	F = -1	G = -11	H = 15

> Cc1ccc(CCN2CC(C(=O)NCCc3ccccc3)CC2=O)cc1 (configuration not stated)
  A = 3	B = 7	C = -2	D = -8	E = -4	F = -1	G = -28	H = 22

> N#C[C@@H]1[C@@H](c2ccc(-c3cccnc3)cc2)[C@H](CO)N1C(=O)C1CCOCC1
  A = 1	B = nt	C = 7	D = 0	E = 7	F = -2	G = 5	H = -12

> COc1ccc(S(=O)(=O)NCc2ccccn2)cc1OC
  A = 0	B = 13	C = 14	D = 2	E = 4	F = -4	G = -85	H = 0

> COc1cc(OC)cc(C(=O)Nc2ncc3c(n2)CC(C)CC3=O)c1 (configuration not stated)
  A = -1	B = 6	C = 1	D = nt	E = 2	F = nt	G = 3	H = nt

> CCC(=O)N1C[C@@H](O)COC[C@H]2O[C@@H](CC(=O)NCc3ccccc3Cl)CC[C@@H]21
  A = 44	B = -4[16.7 µM]	C = -11	D = nt	E = 4	F = nt	G = nt	H = 5

Fetched by compound from above, 2 records:
Codes – A = Cneo AK release; B = miR122 inh; C = FN deposit inh; D = CASP6 VEID inh; E = PGC1a acetyl inh; F = EWS-Fli block; G = PAX8 inh HTS; H = LGR2 inh
> CC=Cc1ccc2n(c1=O)C[C@H]1[C@H](CO)[C@@H](C(=O)NCCc3ccccc3)N(C(=O)CC)[C@@H]21 (mixture of isomers)
  A = 0	B = 0[16.7 µM]	C = nt	D = -2	E = nt	F = 0	G = -13	H = -9

> O=C(/C=C/c1ccc(Br)cc1)NC(=S)N1CCOCC1
  A = nt	B = nt	C = 3	D = -1	E = 3	F = -3	G = -9	H = -53
